# Source: PubChem
# Gal4-VP16 FLuc: VP16 counterscreen qHTS for inhibitors of ROR gamma transcriptional activity. Drosophila S2 Gal4-VP16 UAS-luciferase, luminescence, 20 h. Potency, µM (doses to about 53.6 µM), for inactives: top-dose activity, negative = inhibition, hits mostly inhibitors. 310,000 compounds, 3.5% hits;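 also: Gal4-VP16 expression switched on by copper sulfate through the metallothionein promoter; % is scaled to controls: 0 for no effect and ±100 for the full control effect; nearly all actives have a fitted effect of over 50% in size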
# MLL CXXC-DNA inh: qHTS Fluorescence Polarization Assay for Inhibitors of MLL CXXC domain - DNA interaction; Potency, µM (highest dose often 115 µM), inactives show at the highest dose activity change, negative = inhibition, usual class: inhibitors; AID 2662, 2010; MLL-CXXC / FITC-HOXA9 DNA fluorescence polarization; 290,000 compounds, 0.037% hits; active = well fitted inhibition curve with a large enough effect in the polarisation, with a control signal flat, not every such curve was filed as active; inconclusive = small, poorly fitted or top-dose-only effect, or effect the other way, or a change in a side signal; inactive = no such curve, though single readings can be large or run the other way; the % refers to the polarisation
#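 Steps: dispense CXXC domain solution (7 uM) → pin compounds or unlabeled HOX-A9 DNA control → 5 min ambient → add FLSN-HOX-A9 solution (50 nM) → spin → 30 min ambient → fluorescence polarization. Tris pH 7.5/NaCl/DTT/BSA buffer.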
# Rab9 promoter act: qHTS Assay for Rab9 Promoter Activators; 320,000 compounds, 2.8% hits; Huh7 Rab9 promoter-luciferase reporter, luminescence, 24 h; AID 485297, 2010; Potency, µM (doses to about 9.22 µM), for the others: top-dose activation, negative = inhibition, usual class: activators; also: % of control where 0% means no effect; nearly all actives have a fitted effect of over 60% in size
#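 Using Huh7 cells stably transfected with Rab9 promoter–luciferase, compounds were incubated 24 h at 37 °C, 5% CO2; luciferase luminescence was read 10 min after reagent addition.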
# RORgamma inh: qHTS for inhibitors of ROR gamma transcriptional activity | Nuclear receptor ROR-gamma (Mus musculus), P51450 | Drosophila S2 Gal4-RORgamma UAS-luciferase reporter, 20 h | Potency, µM (highest dose often 53.6 µM), for the others: at the top dose activity change, negative = inhibition, most hits filed as inhibitors | 310,000 compounds, 5.4% hits; also: % is scaled to controls: 0 for no effect and ±100 for the full control effect; nearly all actives have a fitted effect of over 60% in size
#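 ROR gamma transcriptional activity was tracked as Gal4-UAS luciferase output in stably transfected Drosophila Schneider cells, with compound added 1 hr before 700 uM copper sulfate induction and a 20 hr ambient-temperature incubation.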
# MBNL1 CUG block: qHTS Assay for Inhibitors of MBNL1-poly(CUG) RNA binding; Potency, µM (highest dose often 57.5 µM), inactives show top-dose activity change, negative = inhibition, usual class: inhibitors; Muscleblind-like protein 1 (Homo sapiens), Q9NR56; AID 2675, 2010; TR-FRET MBNL1-His/biotin-(CUG)12 binding, 665/545 ratio; 280,000 compounds, 0.036% hits; active = well fitted inhibition curve with a large enough effect in the signal ratio, with a control signal flat, not every such curve was filed as active; inconclusive = small, poorly fitted or top-dose-only effect, or effect the other way, or a change in a side signal; inactive = no such curve, though single readings can be large or run the other way; the % refers to the signal ratio; also: % is scaled to controls: 0 for no effect and ±100 for the full control effect
# Target sequence (Q9NR56 whole entry, looked up): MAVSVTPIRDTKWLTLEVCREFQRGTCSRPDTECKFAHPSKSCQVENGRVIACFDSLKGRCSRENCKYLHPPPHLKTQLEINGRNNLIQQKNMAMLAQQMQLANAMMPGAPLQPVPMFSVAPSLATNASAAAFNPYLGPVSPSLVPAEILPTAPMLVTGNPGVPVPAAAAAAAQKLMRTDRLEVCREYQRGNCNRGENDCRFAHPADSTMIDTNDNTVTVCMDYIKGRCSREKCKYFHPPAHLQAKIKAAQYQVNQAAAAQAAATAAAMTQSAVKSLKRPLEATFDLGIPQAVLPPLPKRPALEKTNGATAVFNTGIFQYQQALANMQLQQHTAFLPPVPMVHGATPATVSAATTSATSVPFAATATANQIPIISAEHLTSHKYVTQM
#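 Ratiometric TR-FRET (665 over 545 nm, excitation 340 nm) tracks disruption of MBNL1-His/biotin-(CUG)12 complex after 60 min at room temperature, with compounds at 92 nM to 58 uM final.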
# uPA surface inh: qHTS for Inhibitors of Cell Surface uPA Generation; cell surface uPA generation assay, qHTS; Potency, µM (titrated, usually from 38.3 µM), without a hit: top-dose activity change, negative = inhibition, hits mostly inhibitors; 330,000 compounds, 0.31% hits; AID 540303, 2011; active = well fitted inhibition curve with a large enough effect; inconclusive = small, poorly fitted or top-dose-only effect; inactive = no such curve, though single readings can be large or run the other way; tested in mouse RAW 264.7 cells; also: % is scaled to controls: 0 for no effect and ±100 for the full control effect; nearly all actives have a fitted effect of over 55% in size
# ELG1 genotox: qHTS screen for small molecules that induce genotoxicity in human embryonic kidney (HEK293T) cells expressing luciferase-tagged ELG1. HEK293T ELG1-luciferase reporter, luminescence, 16 h. Potency, µM (top dose mostly 46 µM), inactives show at the top dose activity change, positive = activation, usual class: activators. 330,000 compounds, 1.3% hits; also: % of control where 0% means no effect; nearly all actives have a fitted effect of over 60% in size
#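 Luminescence read-out: rising ELG1-luciferase signal, reflecting elevated ELG1 protein under genetic stress, flags genotoxic compounds. Cells were treated for 16 hr at 37 °C before ONE-Glo detection.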
# BRCA1 expr up: qHTS Assay to Identify Small Molecule Activators of BRCA1 Expression. MCF7-BRCA1-FFLuc reporter, luminescence, 48 h; response scale: scaled: vehicle 0%, 10 µM genistein 100%. Potency, µM (top dose mostly 46.1 µM), for inactives: top-dose activation, actives largely listed as activators. 380,000 compounds, 1.1% hits. AID 624202, 2012; also: nearly all actives have a fitted effect of over 80% in size; some results filed as inactive show a strong effect at the top dose
#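 Quantitative HTS in MCF7 cells stably reporting BRCA1 expression via firefly luciferase. Compound treatment lasts 48 h at 37 °C in phenol-red free MEM. Activation is expressed relative to genistein at 10 microM and DMSO.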
# NPC1 promoter act: qHTS Assay for NPC1 Promoter Activators; Huh7 NPC1 promoter luciferase reporter, 24 h; Potency, µM (highest dose often 9.22 µM), without a hit: top-dose activation, most hits filed as activators; 320,000 compounds, 2.4% hits;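 also: % of control where 0% means no effect; nearly all actives have a fitted effect of over 60% in size; reporter is driven by a mutant NPC1 promoter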
#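 Stably transfected Huh7 (NPC1 promoter→luciferase), 1500 cells/well in Opti-MEM + 10% FBS, 2 h settle, then compound 24 h at 37 °C. Luminescence after 10 min with Amplite reagent.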
# FLuc modulator: qHTS profiling assay for firefly luciferase inhibitor/activator using purifed enzyme and Km concentrations of substrates (counterscreen for miR-21 project). purified FLuc, Km substrates, luminescence inhibition. Potency, µM (doses to about 57.5 µM), without a hit: at the highest dose activity change, negative = inhibition, hits mostly inhibitors. 360,000 compounds, 6.9% hits;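 also: plate controls were vehicle for no effect and reference inhibitor for full effect; nearly all actives have a fitted effect of over 55% in size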
# Target sequence (P08659 whole entry, looked up): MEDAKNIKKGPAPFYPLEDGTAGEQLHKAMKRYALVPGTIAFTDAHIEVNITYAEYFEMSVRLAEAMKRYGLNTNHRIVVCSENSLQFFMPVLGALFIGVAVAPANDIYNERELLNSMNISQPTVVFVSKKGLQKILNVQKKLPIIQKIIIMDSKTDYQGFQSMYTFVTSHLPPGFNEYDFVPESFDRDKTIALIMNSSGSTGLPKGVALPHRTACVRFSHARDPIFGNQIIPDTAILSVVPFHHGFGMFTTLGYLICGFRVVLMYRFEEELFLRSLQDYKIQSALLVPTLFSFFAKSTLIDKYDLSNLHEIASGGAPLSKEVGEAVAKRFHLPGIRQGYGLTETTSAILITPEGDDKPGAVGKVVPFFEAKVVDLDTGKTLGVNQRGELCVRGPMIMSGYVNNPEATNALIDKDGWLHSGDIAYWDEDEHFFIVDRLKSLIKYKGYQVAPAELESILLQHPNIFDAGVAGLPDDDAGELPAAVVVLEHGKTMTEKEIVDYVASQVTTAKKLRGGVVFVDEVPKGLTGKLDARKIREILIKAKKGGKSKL
#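 Biochemical qHTS of compounds, final roughly 60 µM downward over six points, against 10 nM purified firefly luciferase using Km concentrations of substrates (10 uM D-luciferin, 10 uM ATP) in Tris acetate pH 7.5 buffer; luminescence output.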
# p53 reactivator: qHTS assay for re-activators of p53 using a Luc reporter. H1299 p53-A138V BP100-luciferase reporter, luminescence, 24 h. Potency, µM (doses to about 92.2 µM), inactives show at the highest dose activity change, positive = activation, hits mostly activators. 320,000 compounds, 0.063% hits. AID 504706, 2011; also: % of control where 0% means no effect; nearly all actives have a fitted effect of over 45% in size
#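 H1299 (p53-null), stable ts p53-A138V + BP100-Luc; 1000 cells/well, Opti-MEM/10% FBS; cpd 4 pt, 1:5; 24 h, 37 deg C, 5% CO2; detection reagent 10 min RT; luminescence.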
# Numbers without * were called inactive; ? = inconclusive; · = no result given; & = joins results of further samples; [ ] = remark or other dose. Unless noted, calls follow the shape of the dose curve; as a rule, active = well fitted curve in the direction sought with a large enough effect; inconclusive = small, poorly fitted or top-dose-only effect, or another doubt; inactive = no such curve, though single readings can be large; an effect the other way counts as inactive or inconclusive. Potency is read from the fitted curve at half-maximal effect. These rows are one share of the data. The share of hits here may be higher or lower than overall.
SMILES,Gal4-VP16 FLuc,MLL CXXC-DNA inh,Rab9 promoter act,RORgamma inh,MBNL1 CUG block,uPA surface inh,ELG1 genotox,BRCA1 expr up,NPC1 promoter act,FLuc modulator,p53 reactivator
COc1ccc(S(=O)(=O)/C(C#N)=C/Nc2cccc(F)c2)cc1,-9.6%,-3.2%,-0.8%,38.6%,-1.0%,7.6%,-2.9%,-5.1%,0.0%,-0.9%,-5.7%
Cc1ccc(-c2cn(S(=O)(=O)c3cccc([N+](=O)[O-])c3)nc2N)cc1,-3.8%,3.5%,-1.4%,-43.1%,?,0.9%,-4.1%,-31.5%,-1.3%,0.0%,3.9%
O=CNn1cnc2c(oc3nc(-c4ccccc4)cc(-c4ccco4)c32)c1=O,-3.5%,12.7%,-0.7%,22.9%,13.2%,-6.3%,1.0%,-10.8%,-9.0%,0.2%,0.0%
O=C(Nc1ccc(Cl)cc1)Nc1ccc2c(c1)OCO2,0.4%,0.7%,1.78µM*,-23.3%,-1.1%,-8.6%,4.11µM*,?,1.12µM*,2.13µM*,?
CCOc1ccc(CCNC(=O)CCS(=O)(=O)c2ccc(Br)cc2)cc1OCC,-0.8%,-4.1%,-16.5%,-8.2%,-5.0%,7.6%,-4.9%,-30.8%,2.5%,1.0%,6.1%
CCCC(=O)n1nc(-c2cccnc2)nc1NCc1cccs1,2.5%,137.2%[activator],-3.6%,2.7%,-4.1%,-0.6%,4.3%,10.5%,-0.5%,-2.0%,-1.3%
[O-]/[N+](=C\c1ccc(F)cc1)c1ccccc1,-3.7%,-1.1%,17.1%,14.1%,1.3%,0.5%,8.1%,21.1%,10.7%,?,8.7%
CCc1[nH]nc(C(=O)N/N=C/c2ccncc2)c1C,-8.7%,11.0%,3.16µM*,-35.7%,22.6%,-19.4%,23.1µM*,65.4%,2.82µM*,10.7µM*,17.0%
CN1CCN(CC#CCC(O)(c2ccccc2)c2ccccc2)CC1,-2.0%,-0.9%,-12.3%,-1.0%,-4.3%,1.9%,-0.5%,17.6%,-0.7%,0.0%,-2.6%
CCC(=O)NNC(=O)CCC(=O)Nc1cccc(Cl)c1C,3.5%,6.0%,-0.9%,26.0%,-6.2%,2.2%,-0.5%,0.9%,-6.2%,-1.2%,-0.9%
CCc1ccc2c(c1)C(c1ccc([N+](=O)[O-])cc1)=NNC(c1ccc(F)cc1)=N2,?,-13.7%,25.5%,-4.6%,3.8%,-7.6%,12.6%,62.2%,18.8%,?,?
CN1C(=O)C(/C(N)=N/NC(=O)c2ccccc2)C2CC1(C)Oc1ccccc12 (stereo not drawn),?,4.2%,7.5%,?,0.3%,-26.7%,-1.1%,2.7%,-5.5%,-4.5%,1.7%
CC(OCCN(C)C)C(=O)C12CC3CC(CC(C3)C1)C2 (stereo not drawn),-4.2%,-1.3%,-7.5%,20.7%,-3.9%,-12.5%,-4.2%,1.4%,-5.4%,-0.1%,3.0%
Cc1ccccc1NS(=O)(=O)c1ccc(C(=O)N2CCN(c3ccccn3)CC2)cc1,?,0.4%,-6.1%,33.0%,-4.0%,-2.8%,-8.8%,-6.7%,-3.3%,-1.5%,-4.4%
O=C(Nc1c2ccccc2nc2ccccc12)C(Cl)(Cl)Cl,?,4.0%,-16.8%,?,?,-6.8%,2.5%,55.5%,-2.1%,-14.8%,-3.7%
C/C=C/c1ccc(OCCCCN(C)Cc2ccccc2)c(OC)c1,0.1%,14.4%,-0.4%,-13.9%[1.91 µM],1.9%,-6.7%,-4.3%,-3.2%,-3.7%,3.0%,7.3%
Cc1ccc(C(=O)CSc2nc(N)cc(=O)[nH]2)cc1C,6.2%,1.3%,-1.4%,9.6%,-5.1%,2.9%,-4.8%,-0.3%,-2.8%,-0.5%,2.3%
C[C@@H](Oc1ccccc1)c1nnn(Cc2ccccc2)c1-c1c([C@@H](C)Oc2ccccc2)nnn1Cc1ccccc1,-5.6%,1.6%,-1.7%,5.3%,-7.4%,-9.3%,-3.5%,-25.2%,-3.7%,-0.9%,-0.9%
CC(C)NC(=O)c1c(O)c2ccccc2[nH]c1=O,23.0%,-1.0%,16.5%,44.2%,-6.5%,·,2.8%,-54.5%,18.3%,0.0%[2.3 µM],8.6%
CCOC(=O)C1CCCN(C(=O)COC(=O)c2ccc(C#N)cc2)C1 (stereo not drawn),6.0%,5.9%,0.9%,6.6%,6.6%,0.1%,-0.2%,2.9%,-3.0%,-5.0%,4.9%
Cc1ccc(C2C3=C(CC(C)(C)CC3=O)N(CCN3CCOCC3)C3=C2C(=O)CC(C)(C)C3)cc1,-9.4%,-11.7%,3.55µM*,-14.1%,13.3%,-7.0%,-1.9%,5.7%,-3.4%,-9.1%,-1.8%
CN(C)S(=O)(=O)c1ccc2[nH]cc(/C=C/c3nc4ccccc4c(=O)n3-c3ccccc3)c2c1,-9.3%,10.3%,-9.2%,-9.0%,-1.1%,-17.6%,0.8%,-72.5%,-13.8%,-4.8%,0.4%
O=C(O)c1cccc(COc2ccc(CO)cc2Cl)c1,5.01µM*,-3.1%,1.26µM*,1.78µM*,-3.1%,?,?,-103.9%[inhibitor],1.26µM*,0.0213µM*,-22.8%&-16.2%
CN(C)CCN1C(=O)C(=O)/C(=C(/O)c2ccc(S(=O)(=O)N3CCOCC3)cc2)C1c1ccc(F)cc1 (stereo not drawn),1.7%,-1.3%,-2.4%,-10.5%,-8.4%,4.1%,?,-13.0%,-2.6%,1.2%,4.9%
COc1ccc(NC(=O)Nc2nnc(Cc3ccc(F)cc3)s2)cc1,15.8%,-1.9%,5.7%,-21.5%,-10.8%,7.3%,?,6.8%,0.5%,3.8%,8.0%
SMILES,Gal4-VP16 FLuc,MLL CXXC-DNA inh,Rab9 promoter act,RORgamma inh,MBNL1 CUG block,uPA surface inh,ELG1 genotox,BRCA1 expr up,NPC1 promoter act,FLuc modulator,p53 reactivator
O=C(NN1C(=O)C2C3C=CC(C4CC34)C2C1=O)c1ccccc1Cl (stereo not drawn),1.9%,4.2%,-5.7%,9.8%,-2.2%,6.4%,-0.1%,-0.1%,-0.1%,0.9%,-0.9%
COc1ccccc1C(=O)Nc1nc(-c2cccs2)c(NC(C)=O)s1,-11.1%,24.6%,?,0.9%,8.9%,-3.3%,9.2µM*,35.6%,19.4%,0.757µM*,11.4%
COc1cc(C(=O)NCC(C)(C)CNC(=O)c2cc(OC)c(OC)c(OC)c2)cc(OC)c1OC,-12.2%,2.9%,2.9%,0.0%,1.1%,7.8%,-4.2%,-26.5%,-7.1%,-1.2%,?
Cc1ccc(-c2cc(C(F)(F)F)c(C#N)c(=O)[nH]2)cc1,-10.7%,-11.0%,-3.1%,22.1%,?,1.1%,-4.8%,-13.0%,-1.1%,-1.0%,2.7%
COC(=O)c1ccc2c(=O)[nH]c(CSc3nc(C)cs3)nc2c1,?,-4.3%,?,-10.5%,-0.3%,4.7%,16.0%,80.6%,18.7%,?,5.3%
Cn1c(=O)c(Oc2cc(Cl)cc(Cl)c2)nc2ccccc21,3.6%,-12.5%,-0.6%,-2.1%,-3.5%,-12.1%,-0.5%,-24.0%,-0.2%,0.0%,3.2%
CCOC(=O)C1CCN(C(=O)Nc2ccc(NC(=O)C3CCN(C(=O)OCC)CC3)cc2)CC1,2.2%,4.7%,-1.1%,2.5%,-19.9%,10.1%,-1.3%,1.5%,6.5%,1.2%,1.7%
COc1ccc(OC)c(-c2csc3nnc(SCC(=O)Nc4ccc(NC(C)=O)cc4)n23)c1,-5.0%,-1.9%,-8.4%,1.8%[10 µM],2.0%,9.0%,-7.5%,0.7%,-2.5%,1.5%,-0.9%
Cc1cc(-c2nc(C)c(C(=O)NNS(=O)(=O)c3cccc(C(F)(F)F)c3)s2)no1,-4.1%,-7.4%,-0.4%,18.0%,·,-20.7%,-0.1%,-2.6%,-1.5%,-0.4%,-1.8%
